Screening results as filed in PubChem BioAssay.
TROY signal inh – inhibitors of TROY-dependent NF-kB signaling | Q293 LMP1-TROYcd NF-kB luciferase reporter, 4 h | inhibition, % at 10 µM | actives 0.98% (n = 360,000) | AID 1347056;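 active = compounds whose plate-normalised and pattern-corrected inhibition of the luciferase reporter signal at the single screening dose is 50% or more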
NR2F2 inh – blocks human COUP-TFII nuclear receptor; actives 0.7% (n = 370,000); inhibition, % at 8.6 µM; AID 686940; HEK293T NGFI-A luciferase reporter, luminescence;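 active = inhibition above a per-plate cutoff, mean inhibition of test wells between control levels plus 3 SD, cut at about 38% in these data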;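 note: cells cotransfected with COUP-TFII expression vector driving the NGFI-A reporter; 0% = median of COUP-TF2 test wells and 100% = reporter-only cells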
SRC1 inh – inhibits human SRC1 coactivator | Q15788 | HEK293 GAL4-SRC1 luciferase reporter, luminescence | inhibition, % at 3.6 µM | actives 0.12% (n = 360,000);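 active = inhibition above the campaign mean plus 3 SD, with each screening campaign given its own cutoff, cut at about 60% in these data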;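 note: 0% = DMSO treated cells and 100% = gossypol at 36 µM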
TWEAK Fn14 block – inhibitors of TWEAK-Fn14 interaction signaling; actives 2% (n = 360,000); TWEAK-stimulated Fn14 reporter cells, luciferase luminescence, 8 h; inhibition, % at 10 µM; in the data active = inhibition above about 50%
NOD2-RIPK2 inh – blocks binding of human NOD2 to RIPK2; O43353; CHO BLA complementation NOD2-RIPK2, CCF4 ratio; inhibition, % at 4.98 µM; actives 0.38% (n = 360,000); AID 624267; in the data active = inhibition above about 21%;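 note: 0% = vehicle only and 100% = reference blocker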
LMP1 NFkB inh – inhibitors of Epstein-Barr LMP1-induced NF-kappaB reporter | LMP1-induced NF-kappaB luciferase reporter cells, luminescence | inhibition, % at 12.5 µM | actives 0.69% (n = 350,000); in the data active = inhibition above about 41%;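 note: 0% = neutral control wells and 100% = reference inhibitor control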
NCOA2 inhibitor – human SRC2 (NCOA2) inhibition; Q15596; HEK293 GAL4-SRC2 luciferase reporter, luminescence; inhibition, % at 9 µM; actives 0.17% (n = 370,000);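 active = inhibition above the mean inhibition of all tested compounds plus 3 SD, set per campaign, cut at about 52% in these data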;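 note: 0% = DMSO treated cells and 100% = cells given Gossypol at 36 µM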
TLR9-MyD88 block – TLR9-MyD88 interaction inhibition. Q9NR96+Q99836. CHO BLA complementation TLR9-MyD88, CCF4 FRET ratio. inhibition, % at 4.98 µM. actives 0.21% (n = 340,000). AID 504734;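 active = inhibition above the mean over all tested compounds plus 3 SD, cut at about 21% in these data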;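 note: 0% = DMSO only wells and 100% = clavulanate BLA inhibitor control wells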
Target sequence (Q99836 whole entry, looked up): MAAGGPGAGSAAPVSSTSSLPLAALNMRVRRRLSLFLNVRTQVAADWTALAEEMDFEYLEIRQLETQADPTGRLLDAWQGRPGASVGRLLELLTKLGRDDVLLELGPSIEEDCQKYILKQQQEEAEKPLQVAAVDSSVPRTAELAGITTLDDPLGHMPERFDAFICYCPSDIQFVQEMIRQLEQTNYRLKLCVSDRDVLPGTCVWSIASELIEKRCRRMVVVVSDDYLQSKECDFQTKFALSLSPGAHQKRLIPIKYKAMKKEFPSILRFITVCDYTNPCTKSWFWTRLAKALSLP
Target sequence (Q9NR96 whole entry, looked up): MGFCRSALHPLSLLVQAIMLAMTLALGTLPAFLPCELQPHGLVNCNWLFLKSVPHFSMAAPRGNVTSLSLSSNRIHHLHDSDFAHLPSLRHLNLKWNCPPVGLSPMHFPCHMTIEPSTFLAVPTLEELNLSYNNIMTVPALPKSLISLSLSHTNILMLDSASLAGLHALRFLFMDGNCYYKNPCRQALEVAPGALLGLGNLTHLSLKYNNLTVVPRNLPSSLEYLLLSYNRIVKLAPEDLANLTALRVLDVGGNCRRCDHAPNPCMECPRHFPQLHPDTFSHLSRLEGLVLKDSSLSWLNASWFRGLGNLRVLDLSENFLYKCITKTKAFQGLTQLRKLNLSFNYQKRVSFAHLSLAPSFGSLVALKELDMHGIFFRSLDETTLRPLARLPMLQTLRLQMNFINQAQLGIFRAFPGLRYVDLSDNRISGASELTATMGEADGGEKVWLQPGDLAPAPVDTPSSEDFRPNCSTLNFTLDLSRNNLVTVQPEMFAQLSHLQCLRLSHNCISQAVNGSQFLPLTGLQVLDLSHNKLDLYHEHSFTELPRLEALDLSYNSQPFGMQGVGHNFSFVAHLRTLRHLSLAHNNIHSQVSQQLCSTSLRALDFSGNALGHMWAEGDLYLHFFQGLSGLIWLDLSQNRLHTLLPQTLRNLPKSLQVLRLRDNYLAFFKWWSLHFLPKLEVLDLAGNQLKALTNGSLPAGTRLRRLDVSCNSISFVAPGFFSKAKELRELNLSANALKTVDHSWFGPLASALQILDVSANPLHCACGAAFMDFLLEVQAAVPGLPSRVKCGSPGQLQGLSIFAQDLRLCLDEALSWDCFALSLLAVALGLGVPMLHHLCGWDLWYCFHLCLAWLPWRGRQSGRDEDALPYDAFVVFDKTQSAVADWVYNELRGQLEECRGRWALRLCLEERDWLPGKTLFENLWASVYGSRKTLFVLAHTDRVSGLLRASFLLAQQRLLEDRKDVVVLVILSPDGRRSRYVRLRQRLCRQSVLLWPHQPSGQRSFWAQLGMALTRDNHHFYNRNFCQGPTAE
NCOA3 inh – inhibitors of human steroid receptor coactivator 3 (SRC3) | Q9Y6Q9 | HEK293 GAL4-SRC3 luciferase reporter, luminescence | inhibition, % at 3.6 µM | actives 0.17% (n = 360,000) | AID 588352;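 active = inhibition above a per-campaign cutoff, the mean of all compounds plus 3 SD, cut at about 60% in these data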;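 note: 0% = DMSO-treated cells and 100% = gossypol-treated cells at 36 µM; higher means less SRC3-driven luciferase light from the GAL4 reporter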
TRAIL sens C8 – caspase-8 TRAIL sensitization; NB7+C8 cells + TRAIL, ATPlite viability luminescence; inhibition (viability loss, TRAIL sensitization), % at 10 µM; actives 1% (n = 360,000); AID 624354;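 active = compounds causing at least 50% loss of cell viability in the single-dose screen, relative to plate controls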
NR5A2 inv ag – NR5A2 inverse agonism in reporter assay; O00482; HEK293T StAR-luciferase reporter, LRH-1 transfected, 24 h; actives 0.13% (n = 360,000); inhibition, % at 3.6 µM;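 active = inhibition above the mean inhibition of all tested compounds plus 3 SD, cut at about 73% in these data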;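 note: 0% = DMSO wells and 100% = reporter-only cells lacking LRH-1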
An asterisk follows results filed as active; / = not tested or not shown. An excerpt (hit frequency here may not be typical).

1	CN(C)C(CN=C1NS(=O)(=O)c2ccccc21)c1ccco1 (stereo unspecified)
2	COc1ccccc1CN(C)C(=O)c1cccc(S(=O)(=O)N2CCN(Cc3ccccc3)CC2)c1
3	C=CC[C@@H](CC(=O)N[C@@H](CO)Cc1ccccc1)C(=O)NCCOC(=O)[C@@H](CC=C)CC(=O)OC(C)(C)C
4	CN(c1ccccc1)S(=O)(=O)c1ccc2[nH]c(=O)[nH]c2c1
5	Cc1cc(Br)ccc1NC(=O)CNC(=O)c1ccc(-n2cncn2)c([N+](=O)[O-])c1
6	CCCS(=O)(=O)NC(=O)C1(C)CCCN(C(=O)c2cc(C)on2)C1 (stereo unspecified)
7	Cc1cccc(OCC(=O)Nc2ccc(NC(=O)c3ccccc3)cc2)c1
8	CC(C)(C)S(=O)(=O)Cc1nc(-c2ccc(Cl)c(Cl)c2)cs1
assay / compound	1	2	3	4	5	6	7	8
TROY signal inh	4	-3	-19	1	-20	-3	-18	-25
NR2F2 inh	1	7	6	-16	3	9	8	-15
SRC1 inh	1	4	2	-19	8	-2	1	-9
TWEAK Fn14 block	-12	9	-4	3	13	12	-8	-15
NOD2-RIPK2 inh	-1	1	6	0	7	-6	7	0
LMP1 NFkB inh	-6	0	-11	10	-2	/	4	-11
NCOA2 inhibitor	5	13	13	-9	-9	-20	-21	-29
TLR9-MyD88 block	-2	11	-6	7	-4	/	-6	-2
NCOA3 inh	4	-1	7	-26	11	-1	4	-7
TRAIL sens C8	-6	4	-5	15	4	-11	-29	3
NR5A2 inv ag	-4	13	-2	2	11	5	11	-23

9	COc1cc(CC(=O)OCC(=O)c2ccc(F)cc2)cc(OC)c1OC
10	COc1cccc(NC(=O)CCCn2c(=S)[nH]c3ccccc3c2=O)c1
11	O=C1c2cccnc2C(=O)N1Cc1cccs1
12	C[N+]1(CC(=O)OCCCc2ccccc2)CCCCC1
13	CC1(C)SC(=Nc2ccccc2)N(S(=O)(=O)c2ccccc2)C1=O
14	Nc1nc(N2CCN(c3ccccc3)CC2)n[nH]1
15	N#C/C(=C\c1ccc(-c2ccccc2[N+](=O)[O-])o1)C(=O)Nc1nc(-c2cccs2)cs1
16	CCNc1ccc(C(=O)OCC)cc1NC(=O)c1cc(S(=O)(=O)N2CCOCC2)ccc1C
assay / compound	9	10	11	12	13	14	15	16
TROY signal inh	-8	2	-1	6	3	18	38	-24
NR2F2 inh	-11	2	14	-4	-7	-5	15	-2
SRC1 inh	4	-6	-30	-18	4	-6	5	-11
TWEAK Fn14 block	-2	-4	6	-5	0	11	21	35
NOD2-RIPK2 inh	-9	10	0	-2	1	-8	3	-5
LMP1 NFkB inh	6	8	-4	0	-8	1	-5	-1
NCOA2 inhibitor	-2	-3	1	-1	-1	-10	-12	-21
TLR9-MyD88 block	2	1	8	-7	0	-8	9	4
NCOA3 inh	8	15	-13	16	11	11	11	2
TRAIL sens C8	-8	-21	-26	-2	-10	-1	0	32
NR5A2 inv ag	12	6	-6	3	13	5	-9	6

17	CCCOc1ccccc1NC(=O)CC1Nc2ccccc2NC1=O (stereo unspecified)
18	Cc1cc(N2CCN(C)CC2)nc2ccc(NC(=O)c3ccc4c(c3)OCO4)cc12
19	CCN(CC)C1=CC(=O)OC12CCCCC2
20	O=C(c1sc2cccc(F)c2c1Cl)N1CCN(c2ncccn2)CC1
21	COc1cccc(NC(=S)NCCC(c2ccccc2)c2ccccc2)c1
22	CCN(CC)CCN(C(=O)c1ccc2ccccc2c1)c1nc2ccc(F)cc2s1
23	CCCCSC1=C(C#N)C(c2ccccc2C)CC(=O)N1 (stereo unspecified)
24	O=C(Cn1ncc2c([nH]c3ccccc32)c1=O)NCCc1ccc(Cl)cc1
assay / compound	17	18	19	20	21	22	23	24
TROY signal inh	2	-46	7	-3	27	-2	2	2
NR2F2 inh	10	-26	0	12	9	-22	9	22
SRC1 inh	5	-46	5	2	0	-52	-5	-2
TWEAK Fn14 block	2	-30	3	-2	23	-17	6	-1
NOD2-RIPK2 inh	-9	-11	3	-13	-5	-6	-8	-8
LMP1 NFkB inh	-3	-27	-10	-9	1	/	-21	-1
NCOA2 inhibitor	2	-86	3	-5	-1	-39	13	-27
TLR9-MyD88 block	-3	0	6	3	-6	-24	-1	3
NCOA3 inh	0	-48	14	14	12	-25	-8	-3
TRAIL sens C8	-9	32	11	-6	-5	5	5	14
NR5A2 inv ag	-15	-31	43	-3	13	3	-9	20

25	COCCn1c(=NC(=O)c2ccc3c(c2)OCCO3)sc2cc(S(N)(=O)=O)ccc21
26	CC(OC(=O)Nc1cccc(Cl)c1)C(=O)OC1CCCCC1 (stereo unspecified)
27	CN1CCN(C(=S)NC(=O)/C=C/c2ccccc2)CC1
28	O=C1CCC/C=C/C[C@@H](CC(=O)N(CCO)Cc2ccccc2)C(=O)NC[C@H](c2ccccc2)O1
29	CC(C)c1ccc(NC(=O)C2Cc3c(-c4ccco4)ccnc3O2)cc1 (stereo unspecified)
30	CCCCNC(=O)c1onc(CSc2ccccc2F)c1C(=O)O
31	CC(C)C[C@H]1CN([C@@H](Cc2ccccc2)CN2CCC[C@H]2CN2C(=O)C(=O)NC[C@@H]2Cc2ccc(O)cc2)C(=O)C(=O)N1CCc1ccccc1
32	CCc1nnc(NS(=O)(=O)c2ccc(N=Cc3c(C)[nH]n(-c4cccc(Cl)c4)c3=O)cc2)s1
assay / compound	25	26	27	28	29	30	31	32
TROY signal inh	19	-43	9	-17	7	-4	1	3
NR2F2 inh	3	-12	-1	9	21	0	-4	8
SRC1 inh	5	-16	5	-6	10	2	/	-4
TWEAK Fn14 block	-9	-20	-5	-2	-20	9	48	24
NOD2-RIPK2 inh	8	-9	-3	0	3	7	-9	2
LMP1 NFkB inh	0	-10	9	-9	/	7	/	-6
NCOA2 inhibitor	-8	-69	3	-3	8	0	-16	10
TLR9-MyD88 block	-4	2	5	-6	/	1	/	1
NCOA3 inh	3	-39	8	8	11	17	/	-12
TRAIL sens C8	-2	4	6	-6	15	-3	15	15
NR5A2 inv ag	15	-26	-5	8	12	11	3	-7

33	Cc1ccc(Nc2nc(-c3sc(C)nc3C)cs2)cc1
34	O=C(COC(=O)c1cc([N+](=O)[O-])ccc1N1CCOCC1)c1ccc(Br)cc1
35	COC(=O)C[C@@H]1CC[C@@H](NC(=O)C2CCC2)[C@@H](CO)O1
36	C=CCn1c(SCC(=O)NCC2CCCO2)nnc1-c1ccccc1 (stereo unspecified)
37	CCN(CC)CC(=O)Nc1ccc(-c2ccc(NC(=O)CN(CC)CC)c(OC)c2)cc1OC
38	CC(C)c1ccc(S(=O)(=O)N2CCN(C(=O)CCc3nc4ccccc4c(=O)[nH]3)CC2)cc1
39	COc1c(C)cc(Br)cc1C(=O)Nc1cccc(-c2nc3ncccc3o2)c1
40	Cn1nc(C(=O)Nc2ccc3c(c2)OCO3)c2ccccc2c1=O
assay / compound	33	34	35	36	37	38	39	40
TROY signal inh	-8	-10	/	-12	18	0	-2	-37
NR2F2 inh	-8	10	-1	3	-13	13	-4	-40
SRC1 inh	-28	-6	/	11	-41	-11	-22	-4
TWEAK Fn14 block	19	-9	/	16	-28	-10	8	-22
NOD2-RIPK2 inh	4	-10	-30	-19	-1	-6	-7	-8
LMP1 NFkB inh	29	11	/	-12	-11	-11	8	-10
NCOA2 inhibitor	-38	-6	-23	-1	-28	-16	8	-35
TLR9-MyD88 block	2	5	/	-1	-1	-7	-1	2
NCOA3 inh	-50	-3	/	17	32	1	11	-9
TRAIL sens C8	28	1	-6	-3	7	-8	11	0
NR5A2 inv ag	6	9	9	0	2	2	18	-2

Fetched one by one from the entries so far:
39	COc1c(C)cc(Br)cc1C(=O)Nc1cccc(-c2nc3ncccc3o2)c1
36	C=CCn1c(SCC(=O)NCC2CCCO2)nnc1-c1ccccc1 (stereo unspecified)
35	COC(=O)C[C@@H]1CC[C@@H](NC(=O)C2CCC2)[C@@H](CO)O1
37	CCN(CC)CC(=O)Nc1ccc(-c2ccc(NC(=O)CN(CC)CC)c(OC)c2)cc1OC
assay / compound	39	36	35	37
TROY signal inh	-2	-12	/	18
NR2F2 inh	-4	3	-1	-13
SRC1 inh	-22	11	/	-41
TWEAK Fn14 block	8	16	/	-28
NOD2-RIPK2 inh	-7	-19	-30	-1
LMP1 NFkB inh	8	-12	/	-11
NCOA2 inhibitor	8	-1	-23	-28
TLR9-MyD88 block	-1	-1	/	-1
NCOA3 inh	11	17	/	32
TRAIL sens C8	11	-3	-6	7
NR5A2 inv ag	18	0	9	2

Carrying on.
41	CCOCCCN(C)C1CCN(C(=O)c2oc3ccccc3c2NC(=O)Cc2ccc([N+](=O)[O-])cc2)CC1
42	CCN(CC(=O)Nc1c(F)cccc1F)C(=O)Cc1c[nH]c2ccccc12
43	CC1(C)CC(N(Cc2ccco2)C(=O)Cc2ccccc2)CCO1 (stereo unspecified)
44	O=C(c1sc(N2CCOCC2)nc1-c1ccccc1)N1CCCCC1
45	Cc1ccc(C2=NC3(CCCC3)NC2=S)cc1
46	Cc1c(C)n(C)c2ccc(C(=O)NCCN3CCOCC3)cc12
47	COC(=O)Nc1nnc(Cc2ccccc2)s1
48	CC(=O)N1c2ccc(S(=O)(=O)N3CCC(C(=O)N4CCCCC4)CC3)cc2CC1C (stereo unspecified)
assay / compound	41	42	43	44	45	46	47	48
TROY signal inh	-10	8	-12	-9	-27	10	-30	-12
NR2F2 inh	-21	5	-1	4	-34	-18	-8	12
SRC1 inh	3	1	-2	14	-35	-9	11	-24
TWEAK Fn14 block	-16	1	9	3	-18	2	4	12
NOD2-RIPK2 inh	-7	-7	-5	-7	-7	12	4	-3
LMP1 NFkB inh	4	0	-4	-3	-10	1	-23	1
NCOA2 inhibitor	20	15	2	-6	-4	-14	-6	3
TLR9-MyD88 block	-8	-1	-4	-8	-14	-2	-3	1
NCOA3 inh	13	9	4	-3	-12	-2	3	26
TRAIL sens C8	11	-13	0	-6	2	-7	4	-1
NR5A2 inv ag	11	11	10	9	-43	-4	13	12
